EPAC2 antagonist: EPAC2 (human) antagonism. Q8WZA2. EPAC2 GEF exchange of Rap1B-BODIPY-GDP, fluorescence. Potency, µM (series often up to 114 µM), for inactives: top-dose activity, negative = inhibition, actives largely listed as inhibitors. actives 0.18% (n = 360,000). AID 720708; note: % is set by controls: 0 for no effect and ±100 for the full control effect; nearly all actives have a fitted effect of over 45% in size; many of its hits are not listed in these tables
Target sequence (Q8WZA2 whole entry, looked up): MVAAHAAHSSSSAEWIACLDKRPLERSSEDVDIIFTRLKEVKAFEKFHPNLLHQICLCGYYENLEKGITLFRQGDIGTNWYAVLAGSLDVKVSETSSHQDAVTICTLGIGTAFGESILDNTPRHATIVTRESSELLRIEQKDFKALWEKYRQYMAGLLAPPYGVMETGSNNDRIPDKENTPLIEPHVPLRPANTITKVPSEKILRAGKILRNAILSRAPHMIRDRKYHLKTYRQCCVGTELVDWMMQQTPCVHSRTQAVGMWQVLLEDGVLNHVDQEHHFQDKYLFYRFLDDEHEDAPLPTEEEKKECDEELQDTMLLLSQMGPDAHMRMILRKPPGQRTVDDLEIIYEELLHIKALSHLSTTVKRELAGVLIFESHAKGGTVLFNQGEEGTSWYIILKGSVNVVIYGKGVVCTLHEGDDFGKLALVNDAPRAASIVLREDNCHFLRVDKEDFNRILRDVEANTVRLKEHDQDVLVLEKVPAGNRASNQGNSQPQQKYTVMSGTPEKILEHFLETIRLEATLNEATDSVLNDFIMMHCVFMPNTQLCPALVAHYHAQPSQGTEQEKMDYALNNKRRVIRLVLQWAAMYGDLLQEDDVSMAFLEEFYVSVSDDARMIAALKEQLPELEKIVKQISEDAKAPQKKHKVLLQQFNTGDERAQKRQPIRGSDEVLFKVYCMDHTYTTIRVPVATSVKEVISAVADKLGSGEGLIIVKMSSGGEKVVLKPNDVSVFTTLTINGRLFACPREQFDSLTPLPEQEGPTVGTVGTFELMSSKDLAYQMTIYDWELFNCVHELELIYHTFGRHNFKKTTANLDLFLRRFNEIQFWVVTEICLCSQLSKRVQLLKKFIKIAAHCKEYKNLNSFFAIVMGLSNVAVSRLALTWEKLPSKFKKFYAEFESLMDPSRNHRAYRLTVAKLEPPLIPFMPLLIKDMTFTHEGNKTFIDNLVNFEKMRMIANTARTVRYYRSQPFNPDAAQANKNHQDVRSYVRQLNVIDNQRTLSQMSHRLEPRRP
HepG2 viability: HepG2 cytotoxicity, counter-screen for TGF-b inhibitors; HepG2 CAGA-GFP viability, ATP luminescence, 18 h; Potency, µM (titrated, usually from 46.1 µM), for the others: top-dose activity change, negative = cytotoxicity, usual class: cytotoxic; actives 0.76% (n = 410,000); AID 588856; note: some results filed as inactive show a strong effect at the top dose
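HepG2 CAGA-GFP cells (1000/well, DMEM with 1% FBS) received compound, then TGF-beta at 500 pg/mL final, and were incubated 18 hours at 37 degrees C. Viability was read by CellTiter-Glo luminescence. Media-only wells were set as complete cell-killing and DMSO as no toxicity.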
MCF10A rerep: inducers of DNA re-replication in MCF 10A breast cells; MCF 10A DNA re-replication, Hoechst nuclear intensity, 48 h; Potency, µM (top dose mostly 46.1 µM), without a hit: at the highest dose activity, positive = re-replication, most hits filed as activators; actives 2.9% (n = 350,000); note: % of control where 0% means no effect; nearly all actives have a fitted effect of over 50% in size
Nrf2 ARE act: activates Nrf2 signaling | AREc32 ARE-luciferase reporter (MCF7-derived line), luminescence, 24 h | Potency, µM (series often up to 46.1 µM), for inactives: at the highest dose activation, most hits filed as activators | actives 0.31% (n = 410,000) | AID 624171; note: % of control where 0% means no effect; nearly all actives have a fitted effect of over 65% in size
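Luminescent ARE reporter assay in AREc32_Fluc cells: overnight plating at 37 deg C, 24 hr compound incubation, Steady-Glo added, 30 min RT before reading.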
ATXN2 expr inh: inhibitors of ATXN2 expression; actives 0.72% (n = 360,000); HEK-293 ATXN2-luciferase reporter, luminescence, 24 h; Potency, µM (highest dose often 57 µM), for the others: at the highest dose activity change, negative = inhibition, most hits filed as inhibitors; note: % is set by controls: 0 for no effect and ±100 for the full control effect; nearly all actives have a fitted effect of over 55% in size
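ATXN2-luciferase reporter cells (luciferase flanked by upstream and downstream ATXN2 gene portions) were treated 24 h at 37 °C with compounds at up to 57 uM. SteadyGlo luminescence gave expression; GF-AFC fluorescence gave viability.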
A549 tox: kills or reduces viability of A549 cells in Nrf2 counter-screen; A549 ARE-Fluc cells, CellTiter-Fluor viability, 18-24 h; Potency, µM (highest dose often 46 µM), for the others: at the highest dose activity change, negative = cytotoxicity, actives largely listed as inhibitors; actives 0.16% (n = 390,000); AID 504648; note: % is set by controls: 0 for no effect and ±100 for the full control effect
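Cytotoxicity counterscreen: CellTiter-Fluor fluorescence was measured in A549 ARE_Fluc cells after 18-24 h of compound exposure in a concentration series. The subsequent BugLite luminescent read reports ARE-luciferase activity.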
TGFb inhibitor: TGF-b pathway inhibition; actives 1.2% (n = 410,000); HepG2 CAGA-GFP TGF-b/SMAD3 reporter, GFP fluorescence, 18 h; TGF-beta stimulated, 500 pg/mL final; Potency, µM (series often up to 46.1 µM), inactives show at the top dose activity, negative = inhibition, actives largely listed as inhibitors; note: % is set by controls: 0 for no effect and ±100 for the full control effect; nearly all actives have a fitted effect of over 65% in size
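Per well, imaged GFP fluorescence of HEPG2 CAGA-GFP cells gives the signal; cells get compound, then TGF-beta (500 pg/mL final), 18 h at 37 degrees C; %Activity versus -TGF-beta and +DMSO controls.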
ATXN viability: reduces viability in counter-screen for ATXN expression inhibitors | S2 cells (HEK-293 line with an ATXN2-luciferase reporter) viability, CellTiter-Fluor protease fluorescence, 24 h | Potency, µM (doses to about 56.7 µM), actives largely listed as cytotoxic | actives 0.49% (n = 400,000) | AID 651635; note: nearly all actives have a fitted effect of over 40% in size
Nrf2 inh: inhibitors of Nrf2 signaling | Potency, µM (series often up to 46 µM), for inactives: at the top dose activity change, negative = inhibition, usual class: inhibitors | A549 ARE-Fluc reporter, luciferase luminescence, 18-24 h | actives 2.1% (n = 360,000); note: % is set by controls: 0 for no effect and ±100 for the full control effect; nearly all actives have a fitted effect of over 60% in size
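Two sequential reads on A549 ARE_Fluc cells exposed to compound for 18-24 h: a CellTiter-Fluor fluorescence read for viability, then a luciferase luminescence read for Nrf2/ARE activity.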
* marks the source's active call; other numbers are inactive results; [ ] = remark or other dose. Calls come from the whole dose curve; as a rule, active = well fitted curve in the direction sought with a large enough effect; inconclusive = small, poorly fitted or top-dose-only effect, or another doubt; inactive = no such curve, though single readings can be large; an effect the other way counts as inactive or inconclusive. Potency is the fitted concentration of half-maximal effect. These rows are one share of the data; rates above refer to the full screens.

COC(=O)c1ccc(Cn2nc(C)c(Cl)c2C)o1 was read as EPAC2 antagonist 16.6%, HepG2 viability 17.1%, MCF10A rerep -10.4%, Nrf2 ARE act 0.3%, ATXN2 expr inh 3.9%, A549 tox 16.9%, TGFb inhibitor -0.2%, ATXN viability inactive and Nrf2 inh 9.5%.
`CCOc1ccc(NC(=O)CN(C)C(=O)c2ccc(COc3ccccc3)cc2)cc1OCC` gave EPAC2 antagonist -10.6%, HepG2 viability -25.9%, MCF10A rerep 5.2%, Nrf2 ARE act 2.5%, ATXN2 expr inh 4.9%, A549 tox 0.1%, TGFb inhibitor inconclusive, ATXN viability inactive and Nrf2 inh inconclusive.
Cc1cccc(NC(=O)CCC(=O)OCC(=O)c2ccc(Oc3ccc([N+](=O)[O-])cc3)cc2)c1 was read as EPAC2 antagonist inconclusive, HepG2 viability 2.6%, MCF10A rerep -2.1%, Nrf2 ARE act -0.1%, ATXN2 expr inh -5.1%[11.3 µM], A549 tox -4.6%, TGFb inhibitor 1.8%, ATXN viability inactive and Nrf2 inh -30.2%.
Screening COc1ccc(Cn2c(SCC(=O)NCc3ccco3)nc3ccsc3c2=O)cc1 returned EPAC2 antagonist 0.2%, HepG2 viability -30.0%, MCF10A rerep -3.0%, Nrf2 ARE act 8.9%, ATXN2 expr inh -26.9%, A549 tox 5.5%, TGFb inhibitor 5.4% and ATXN viability inactive.
For COc1ccc(C(CNC(=O)COc2cc(C)cc(C)c2)N2CCOCC2)cc1 (centres undefined) the results were HepG2 viability -18.1%, Nrf2 ARE act 3.5%, A549 tox 7.1%, TGFb inhibitor inconclusive and Nrf2 inh -6.0%.
Cc1ccc(CN2C(=O)C[C@@H](NC(=O)OCC3c4ccccc4-c4ccccc43)C/C=C\C2c2ccc(C)cc2)cc1 (some centres undefined) was read as EPAC2 antagonist -5.2%, HepG2 viability -36.9%, MCF10A rerep 4.5%, Nrf2 ARE act 13.0%, ATXN2 expr inh -4.3%, A549 tox -3.8%, TGFb inhibitor inconclusive, ATXN viability inactive and Nrf2 inh 19.6%.
Screening CN1CCN(/N=C/c2cccc(Cl)c2Cl)CC1 returned EPAC2 antagonist -8.4%, HepG2 viability -16.1%, MCF10A rerep -5.4%, Nrf2 ARE act 4.5%, ATXN2 expr inh 14.0%, A549 tox -14.2%, TGFb inhibitor 1.2%, ATXN viability inactive and Nrf2 inh 8.8%.
`CCOC(=O)CSc1nc2ccccc2c(=O)n1CCCCCC(=O)NCc1ccco1` gave EPAC2 antagonist 4.1%, HepG2 viability -15.3%, MCF10A rerep 21.6%, Nrf2 ARE act 2.3%, ATXN2 expr inh -11.9%, A549 tox 1.6%, TGFb inhibitor -0.9%, ATXN viability inconclusive and Nrf2 inh 4.2%.
Cn1cnc(S(=O)(=O)N2CCCC(C(=O)NCc3ccccc3)C2)c1 (centres undefined) was read as HepG2 viability -0.9%, Nrf2 ARE act -0.5%, A549 tox -18.1% and TGFb inhibitor 5.7%.
O=C(CN1C(=O)/C(=C2/SC(=S)N(CCS(=O)(=O)O)C2=O)c2ccccc21)Nc1cccc(Br)c1 was read as EPAC2 antagonist inconclusive, HepG2 viability -0.4%, MCF10A rerep -12.5%, Nrf2 ARE act 0.4%, ATXN2 expr inh -3.8%, A549 tox -4.4%, TGFb inhibitor 4.2%, ATXN viability inactive and Nrf2 inh -2.2%.
Screening O=c1cc(CN2CCN(C/C=C/c3ccccc3)CC2)c2cc(O)ccc2o1 returned EPAC2 antagonist -2.6%, HepG2 viability -32.2%, MCF10A rerep inconclusive, Nrf2 ARE act 3.9%, ATXN2 expr inh -23.7%, A549 tox -1.7%, TGFb inhibitor -4.3%, ATXN viability inactive and Nrf2 inh -13.4%.
`O=C(NC1CCCCC1)/C(=C/c1ccc(Cl)cc1)NC(=O)c1ccccc1` gave HepG2 viability 32.2%, Nrf2 ARE act -0.8%, ATXN2 expr inh -2.5%, A549 tox 7.6%, TGFb inhibitor 40.0%[activator], ATXN viability inactive and Nrf2 inh 7.6%.
Screening Cc1nn(C)cc1NC(=O)Cn1nc(C(F)(F)F)cc1C1CC1 returned EPAC2 antagonist -0.5%, HepG2 viability -16.1%, MCF10A rerep 2.9%, Nrf2 ARE act -0.3%, ATXN2 expr inh -2.0%, A549 tox -0.2%, TGFb inhibitor 0.1%, ATXN viability inactive and Nrf2 inh -1.5%.
`COC(=O)c1c(N2C(=O)[C@H]3[C@@H](C2=O)[C@]2(C(=O)Nc4c(C)cc(C)cc42)N2CCC[C@@H]32)sc(C)c1C` gave EPAC2 antagonist -1.2%, HepG2 viability -22.9%, MCF10A rerep 29.4%, Nrf2 ARE act 4.3%, ATXN2 expr inh 4.5%, A549 tox -9.0%, TGFb inhibitor 13.2%, ATXN viability inconclusive and Nrf2 inh 0.0%.
`COc1cccc(Nc2nc(Nc3ccc(Cl)c(C(=O)O)c3)nc(C)c2[N+](=O)[O-])c1` gave EPAC2 antagonist 11.1%, HepG2 viability -24.4%, MCF10A rerep 12.3%, Nrf2 ARE act -0.8%, ATXN2 expr inh -4.6%, A549 tox -7.4%, TGFb inhibitor -15.1%, ATXN viability inconclusive and Nrf2 inh -3.2%.
For COc1cc2c(cc1OC)C(COc1ccc(F)cc1)N(C(=O)Cc1ccc(F)cc1)CC2 (centres undefined) the results were HepG2 viability -30.4%, Nrf2 ARE act 5.5%, ATXN2 expr inh -23.0%, A549 tox -2.4%, TGFb inhibitor inconclusive and ATXN viability inactive.
Screening CCn1nccc1C(=O)Nc1nccs1 returned EPAC2 antagonist 7.1%, HepG2 viability 0.6%, MCF10A rerep 6.7%, Nrf2 ARE act 0.4%, ATXN2 expr inh 0.7%, A549 tox -1.7%, TGFb inhibitor -8.3%, ATXN viability inactive and Nrf2 inh 7.8%.
For Cc1ccc(-c2nc3n(n2)C(c2ccccc2Cl)C=C(c2ccc(Cl)cc2)N3)cc1 (centres undefined) the results were HepG2 viability -1.9%, Nrf2 ARE act 0.5%, ATXN2 expr inh 4.6%, A549 tox 0.9%, TGFb inhibitor -0.2%, ATXN viability inconclusive and Nrf2 inh -21.9%.
O=C(NCC1CCCN1S(=O)(=O)c1cccs1)C(=O)Nc1cccc(F)c1 (centres undefined) was read as EPAC2 antagonist -17.0%, HepG2 viability -3.7%, MCF10A rerep 15.2%, Nrf2 ARE act 1.9%, ATXN2 expr inh 11.5%, A549 tox 10.0%, TGFb inhibitor -1.7%, ATXN viability inactive and Nrf2 inh 8.0%.
For O=C(Nc1ccc(Oc2cccc3ccccc23)cc1)c1ccco1 the results were EPAC2 antagonist -2.4%, HepG2 viability -7.0%, MCF10A rerep inconclusive, Nrf2 ARE act 2.6%, ATXN2 expr inh inconclusive, A549 tox inconclusive, TGFb inhibitor inconclusive and ATXN viability inactive.
`O=C(O)CC1S/C(=N\N=C2\C(=O)Nc3ccccc32)N(c2ccc(O)cc2)C1=O` (centres undefined) gave EPAC2 antagonist -4.1%, HepG2 viability 11.7%, MCF10A rerep -0.2%, Nrf2 ARE act 1.7%, ATXN2 expr inh 1.8%, A549 tox -11.3%, TGFb inhibitor 5.5%, ATXN viability inactive and Nrf2 inh 14.6%.
CCc1cc(=O)oc2cc(OCC=C(C)C)ccc12 was read as EPAC2 antagonist -7.0%, HepG2 viability 1.2%, MCF10A rerep 6.4%, Nrf2 ARE act 2.7%, ATXN2 expr inh 10.1%, A549 tox 15.1%, TGFb inhibitor -3.0%, ATXN viability inactive and Nrf2 inh -18.4%.
`COc1ccc(Nc2ccc(N3C(=O)CCCC3=O)cc2[N+](=O)[O-])c(OC)c1` gave EPAC2 antagonist 2.5%, HepG2 viability -1.9%, MCF10A rerep 0.3%, Nrf2 ARE act -0.3%, ATXN2 expr inh -4.3%, A549 tox -6.2%, TGFb inhibitor -1.5%, ATXN viability inactive and Nrf2 inh -2.1%.
Screening Cc1ccccc1C(=O)N1CCc2cc(-c3csc(NC(=O)CN4CCCC4)n3)ccc21 returned EPAC2 antagonist -8.9%, HepG2 viability -22.1%, MCF10A rerep 15.7%, Nrf2 ARE act 5.4%, ATXN2 expr inh -14.6%, A549 tox inconclusive, TGFb inhibitor inconclusive, ATXN viability inactive and Nrf2 inh inconclusive.
Screening Nc1cc(Nc2ccccc2)c2nonc2c1[N+](=O)[O-] returned EPAC2 antagonist 1.7%, HepG2 viability 6.8%, MCF10A rerep inconclusive, Nrf2 ARE act 2.1%, ATXN2 expr inh 0.4%, A549 tox -12.2%, TGFb inhibitor 3.9%, ATXN viability inactive and Nrf2 inh inconclusive.
Screening Cc1ccc(-c2nc(CS(=O)(=O)CC(=O)NCCCN(Cc3ccccc3)C(C)C)c(C)o2)cc1 returned EPAC2 antagonist -11.1%, HepG2 viability -19.7%, MCF10A rerep inconclusive, Nrf2 ARE act 3.1%, ATXN2 expr inh -22.0%, A549 tox -4.1%, TGFb inhibitor inconclusive, ATXN viability inactive and Nrf2 inh 0.7%.
Screening COc1ccc(C)cc1NC(=O)c1ccc2c(Cl)c3c(nc2c1)CCC3 returned HepG2 viability -5.7%, Nrf2 ARE act -0.9%, ATXN2 expr inh 7.6%, A549 tox 3.5%, TGFb inhibitor 0.2%, ATXN viability inactive and Nrf2 inh 15.2%.
`COc1ccc(CCNCC(O)Cn2c3ccccc3c3ccccc32)cc1OC` (centres undefined) gave EPAC2 antagonist 8.9%, HepG2 viability 11.2µM*, MCF10A rerep 9.2µM*, Nrf2 ARE act -3.8%, ATXN2 expr inh inconclusive, A549 tox -1.1%, TGFb inhibitor inconclusive, ATXN viability inconclusive and Nrf2 inh inconclusive.
Screening O=C(NCc1ccc(F)cc1)c1ccc(CSCc2cccc(Cl)c2)o1 returned HepG2 viability -33.8%, Nrf2 ARE act 0.0%, ATXN2 expr inh inconclusive, A549 tox 10.6%, TGFb inhibitor inconclusive and ATXN viability inconclusive.
Screening O=C(O)C1C(c2ccccc2)c2ccccc2C(O)C1CO (centres undefined) returned EPAC2 antagonist 25.3%, HepG2 viability 7.3%, MCF10A rerep inconclusive, Nrf2 ARE act 0.0%, ATXN2 expr inh 3.4%, A549 tox 5.1%, TGFb inhibitor 10.8%, ATXN viability inactive and Nrf2 inh -2.8%.

Screening data as filed in PubChem BioAssay.
